MRP resist rev – reverses drug resistance mediated by MRP. H69AR cells + 2 uM doxorubicin, CellTiter-Glo, 72 h. differential viability (reversal), % at 10 µM. 85,000 tested, 0.04% active. AID 602;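 active = viability drop by adding the cancer drug above about 55%, with treated viability meeting a 40% cutoff, limit read from the data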;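 note: viability without doxorubicin minus viability with 2 µM doxorubicin for each compound; larger differential means the compound sensitizes cells more to doxorubicin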
PLAP inhibition – PLAP enzyme inhibitors, biochemical, luminescence, HTS (AID 690) | inhibition, % at 20 µM; hits with a dose series show IC50 in µM | purified PLAP, luminescent substrate; higher % means a stronger effect | 96,000 tested, 0.08% active; in the data active = a potency from the dose series; inactive = the rest, 99 in 100 with inhibition below about 30%; note: strong numbers were not always called active
NFkB transloc inh – blocks IL-1B driven NFkB nuclear translocation in HUVEC cells; 94,000 tested, 0.43% active; inhibition, % at 2 µM; AID 796; HUVEC IL-1B NFkB p65 nuclear translocation imaging;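 active = inhibition above about 30% together with a positive call from visual inspection of the well image, limit read from the data; inconclusive = inhibition above a set limit but visual check negative; inactive = inhibition not above a set limit, visual check negative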;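 note: nuclear over cytoplasmic p65 intensity ratio measured by imaging; 0% = IL-1B stimulated DMSO wells and 100% = unstimulated DMSO wells; values of inactives mirror those of a sister screen read the other way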
IL1B NFkB pot – enhances IL-1B driven NFkB nuclear translocation; HUVEC IL-1B NFkB p65 nuclear translocation imaging; 94,000 tested, 0.3% active; activation, % at 2 µM; AID 819;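 active = activation above 40%, about the mean plus 3 SD, also judged a hit on visual image review; inconclusive = activation above 40% but not a hit on visual review; inactive = activation not above 40% and no visual hit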;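 note: percent activation is computed from the nuclear over cytoplasmic p65 intensity ratio; values of inactives mirror those of a sister screen read the other way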
Bcl-B TR3 displacers – displacers of TR3 peptide from Bcl-B, primary screen, selectivity assay for Bfl-1 inhibitor project, biochemical, fluorescence polarization. displacement, % at 20 µM; hits with a dose series show IC50 in µM. 96,000 tested, 0.11% active. FP displacement of FITC-TR3 peptide from Bcl-B; higher % means a stronger effect;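 active = displacement above 50% at 20 µM plus a fluorescence interference ratio under 1.5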;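 note: plate controls were wells without compound for no effect and wells lacking Bcl-B protein for full effect; a part of the inactive calls stands beside numbers as strong as those of hits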
MRP resist rev cytotoxicity – further read-out of MRP resist rev, marked with its call; viability, %; H69AR cells, CellTiter-Glo, 72 h; measured here: cytotoxicity without doxorubicin
MRP resist rev with doxorubicin – second read-out of MRP resist rev, no call of its own (marks repeat the call); viability, %; measured here: viability with 2 uM doxorubicin; stronger effect = lower value
NFkB transloc inh cell count 2 µM – second read-out of NFkB transloc inh, no call of its own (marks repeat the call); cell count; measured here: cells passing quality filter;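 raw number of nuclei counted in each imaged well without normalization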
IL1B NFkB pot cell count 2 µM – also measured in IL1B NFkB pot; calls as there; cell count; measured here: cells passing quality filter
An asterisk follows results filed as active; ? = inconclusive; . = not tested or not shown.

The line under a structure holds: MRP resist rev with doxorubicin	MRP resist rev	PLAP inhibition	NFkB transloc inh	Bcl-B TR3 displacers	IL1B NFkB pot cell count 2 µM	MRP resist rev cytotoxicity	IL1B NFkB pot	NFkB transloc inh cell count 2 µM
- O=c1c(-c2ccc(Cl)cc2)[n+]([O-])c2ccccc2n1O
 : .	.	0%	0	22%	145	.	0	145
- Cc1cc(NC(=O)CSc2ncnc3sc4c(c23)CCC(C)C4)no1 (configuration not stated)
 : 87	-3	.	.	-34%	.	84	.	.
- CCOc1ccc2nc(SCC(=O)Nc3ccc4c(c3)OCCO4)[nH]c2c1
 : 79	10	-106%	9	2%	136	89	-9	136
- CCSc1nnc(NC(=O)c2cc(C)oc2C)s1
 : 82	11	12%	-4	-12%	95	93	4	95
- O=C(Cn1cc2c(n1)CCCC2)Nc1ccccc1Cl
 : 98	1	20%	.	-4%	.	98	.	.
- C=CCn1c(Cc2cccs2)nnc1SCC(=O)Nc1ccc(C(=O)OCC)cc1
 : 82	12	-11%	7	-1%	182	93	-7	182
- COc1cccc(C2C(C#N)=C(N)Oc3cc(C)[nH]c(=O)c32)c1OC (configuration not stated)
 : 94	-8	1%	-2	-1%	152	86	2	152
- CCCn1c(-c2cccs2)nc2ccccc21
 : .	.	10%	.	-4%	.	.	.	.
- COc1ccc(N2C(=O)C3CCCN3C2c2ccc(C)cc2)cc1 (configuration not stated)
 : 87	9	-26%	-1	-1%	153	96	1	153
- C=CCNC(=O)CCCc1ccccc1
 : 4	-3	8%	.	1%	.	1	.	.
- CCCCN(CCCNC(=O)c1ccc2nc(N3CCOCC3)sc2c1)Cc1ccccc1
 : 72	-24	-124%	-22	-7%	138	49	22	138
- CCn1cnc2sc(C)c(C)c2c1=O
 : .	.	18%	1	-13%	140	.	-1	140
- Cc1cccc(-n2cccc2)c1C#N
 : .	.	-6%	3	-4%	59	.	-3	59
- Cc1ccccc1NC(=S)N(C)Cc1cccs1
 : 98	0	6%	?	1%	101	98	-67	.
- O=C(O)CCC(=O)N1CCN(c2ccccn2)CC1
 : 105	-8	8%	-11	-7%	81	97	11	81
- CCOc1cccc(-c2nn3c(-c4cc(C)[nH]n4)nnc3s2)c1
 : 60	-17	-137%	8	-9%	137	43	-8	137
- COc1ccccc1NC(=O)Cn1nnc(-c2ccccc2NC(=O)c2ccco2)n1
 : 34	-18	-29%	0	-35%	160	16	0	160
- O=C(CN1CCC(NC(=O)c2ccccc2)CC1)NCc1ccccc1F
 : .	.	-19%	12	12%	78	.	-12	78
- O=C(NC1=NCCS1)c1cccs1
 : 86	2	-20%	-11	-2%	156	88	11	156
- Cc1cccc(NC(=O)c2cccc3c2C(=O)c2ccccc2-3)c1
 : .	.	1%	-5	2%	141	.	5	141
- COc1ccc(S(=O)(=O)NCC(c2cccnc2)N2CCN(c3ccccc3)CC2)cc1C (configuration not stated)
 : 80	21	-58%	-6	-6%	157	101	6	157
- CCC(=O)Nc1cnc(NC(=O)c2cccc(F)c2)cc1C
 : 85	11	.	-14	.	116	96	14	116
- Cc1ccc(/C(N)=N/OC(=O)/C=C/c2ccccc2)cc1
 : 85	14	0%	-3	-10%	139	100	3	139
- CCn1c(=O)cc(OCC(=O)NCCCN2CCN(c3cccc(Cl)c3)CC2)c2ccccc21
 : 48	-4	-62%	-25	-2%	205	44	25	205
- CC1CCCC(C)N1C(=O)CSc1nc(N)c(-c2ccccc2)c(=O)[nH]1 (configuration not stated)
 : 87	-11	-14%	-22	-2%	161	76	22	161
- CC(C)n1c2ccccc2c2nnc(SCC(=O)OCN3C(=O)c4ccccc4C3=O)nc21
 : 96	-15	-7%	20	13%	137	81	-20	137
- CCOC(=O)C1CCCN(CC(O)COc2ccc(OC)cc2C(C)(C)C)C1 (configuration not stated)
 : 74	6	-44%	28	-2%	200	80	-28	200
- CCNC(=O)n1nccc1C(C)Oc1ccc(Cl)cc1 (configuration not stated)
 : .	.	15%	-12	5%	182	.	12	182
- CCCNC(=O)Cc1ccsc1
 : 85	14	.	-10	.	138	99	10	138
- COc1ccc(-n2c(COc3ccc(Cl)cc3)nnc2SCc2ccc(C#N)cc2)cc1
 : 42	-10	16%	-9	-10%	98	32	9	98
- CS(=O)(=O)N(CC(=O)Nc1cccc(Cl)c1Cl)c1ccccc1
 : .	.	-8%	-19	6%	152	.	19	152
- COCCNC(=O)COc1ccccc1C
 : 109	-16	11%	-4	-3%	184	93	4	184
- O=C1OCCC1Sc1ncnc2sccc12 (configuration not stated)
 : 94	-3	14%	-11	-10%	187	91	11	187
- CN(CC(=O)N1CCCCC1)S(=O)(=O)c1cccc2cccnc12
 : 91	-4	-10%	.	0%	.	87	.	.
- O=C(CN1CCN(S(=O)(=O)c2ccccc2)CC1)Nc1ccc2c(c1)OCO2
 : 79	-25	-40%	-2	0%	125	55	2	125
- CC(=O)NC1=NN(C(C)=O)C(c2sccc2C)S1 (configuration not stated)
 : 94	10	-27%	-7	-11%	175	103	7	175
- Clc1ccc(-n2ncc3c(NCc4ccccn4)ncnc32)cc1
 : 76	-4	.	12	-12%	102	72	-12	102
- CCN(CC)S(=O)(=O)c1ccc2oc(SCC3CN=C(c4ccc(OC)cc4)S3)nc2c1 (configuration not stated)
 : 102	-45	-54%	0	-9%	57	57	0	57
- CCCCOc1ccc(C(CC(=O)NC)C(=O)O)cc1 (configuration not stated)
 : 83	14	-4%	-14	-5%	145	97	14	145
- CCOC(=O)C(C)(C)C(=O)C(C)(C)C(O)c1ccccn1 (configuration not stated)
 : 98	-1	2%	-9	7%	115	97	9	115
- COc1cc(CNCc2ccco2)ccc1OCc1ccccc1
 : .	.	-3%	10	4%	109	.	-10	109
- CC(OC(=O)c1nsc(Cl)c1Cl)C(=O)NCc1ccc2c(c1)OCO2 (configuration not stated)
 : .	.	17%	-9	-8%	130	.	4	164
- COc1ccc(/C=C2\CCc3ccccc3C2=O)cc1Cn1nc(C)c(Br)c1C
 : 73	-4	.	-21	.	180	69	21	180
- Cc1ccc(C(=O)N2CCc3ccccc32)cc1
 : 88	4	.	-3	.	112	91	3	112
- CCCc1[nH]nc2c1C(c1cccc(OC(=O)c3ccco3)c1)C(C#N)=C(N)O2 (configuration not stated)
 : 87	-2	-50%	-8	-3%	125	85	8	125
- CC1=N/C(=C\c2ccc([N+](=O)[O-])cc2)C(=O)N1c1cc(Cl)ccc1C
 : .	.	-6%	0	-54%	150	.	1	150
- CCCCNC(=O)COC(=O)c1cc(F)c(F)cc1Cl
 : 104	-16	0%	-8	-1%	160	88	8	160
- O=C(CCC(=O)N1CCN(C2CCCCC2)CC1)Nc1nnc(C(F)(F)F)s1
 : 91	8	-58%	2	8%	126	99	-2	126
- Cn1c(=O)oc2ccc(C(=O)CSc3nnnn3-c3ccccc3)cc21
 : 63	0	-4%	-28	-8%	133	63	28	133
- CCOC(=O)C(NC(=O)c1ccccc1)(N1CCCC1=O)C(F)(F)F (configuration not stated)
 : 86	9	-52%	6	-2%	152	95	-6	152

Continuation:
The line under a structure holds: MRP resist rev with doxorubicin	MRP resist rev	PLAP inhibition	NFkB transloc inh	Bcl-B TR3 displacers	IL1B NFkB pot cell count 2 µM	MRP resist rev cytotoxicity	IL1B NFkB pot	NFkB transloc inh cell count 2 µM
- O=C(c1cc(S(=O)(=O)N2CCCCC2)c(Cl)cc1N1CCOCC1)N1CCOCC1
 : 78	-1	-34%	1	14%	136	77	-1	136
- CCOC(=O)c1sc(NC(=O)CSc2ncn(-c3ccccc3)n2)nc1C
 : 84	12	-20%	-1	-5%	145	96	1	145
- O=C(c1ccc(NS(=O)(=O)c2ccccc2)cc1)N1CCN(Cc2ccc3c(c2)OCO3)CC1
 : 69	-22	-50%	-5	-3%	115	47	5	115
- CCOC(=O)Cn1cc(C(=O)c2ccco2)c2ccccc21
 : 97	-4	1%	-8	2%	120	93	8	120
- Cc1ccc2nc(NC(=O)CCNS(=O)(=O)c3cccs3)sc2c1
 : 83	-23	-36%	.	-11%	.	60	.	.
- Cc1nn(C(C)(C)C)c(OC(=O)c2ccc3c(c2)OCO3)c1Sc1ccccc1
 : 101	-19	-35%	2	-6%	130	82	-3	130
- CCCSc1nnc(CSc2nc3ccccc3s2)n1-c1ccccc1
 : 72	5	10%	6	-7%	178	77	-6	178
- COc1cccc(C(=O)N2CCN(C3CCC(c4ccccc4)CC3)CC2)c1 (configuration not stated)
 : 74	20	-76%	.	-2%	.	93	.	.
- CN1CCN(c2oc(-c3cccs3)nc2S(=O)(=O)c2ccccc2)CC1
 : 96	6	-59%	.	8%	.	102	.	.
- CCOC(=O)c1c(C)[nH]c(C(=O)COC(=O)C(C)N2C(=O)C3CCCCC3C2=O)c1C (configuration not stated)
 : 80	-1	-42%	8	3%	120	79	-8	120

Gathered by group: those above containing an aryl methoxy group
The line under a structure holds: MRP resist rev with doxorubicin	MRP resist rev	PLAP inhibition	NFkB transloc inh	Bcl-B TR3 displacers	IL1B NFkB pot cell count 2 µM	MRP resist rev cytotoxicity	IL1B NFkB pot	NFkB transloc inh cell count 2 µM
- COc1cccc(C2C(C#N)=C(N)Oc3cc(C)[nH]c(=O)c32)c1OC (configuration not stated)
 : 94	-8	1%	-2	-1%	152	86	2	152
- COc1ccc(N2C(=O)C3CCCN3C2c2ccc(C)cc2)cc1 (configuration not stated)
 : 87	9	-26%	-1	-1%	153	96	1	153
- COc1ccccc1NC(=O)Cn1nnc(-c2ccccc2NC(=O)c2ccco2)n1
 : 34	-18	-29%	0	-35%	160	16	0	160
- COc1ccc(S(=O)(=O)NCC(c2cccnc2)N2CCN(c3ccccc3)CC2)cc1C (configuration not stated)
 : 80	21	-58%	-6	-6%	157	101	6	157
- CCOC(=O)C1CCCN(CC(O)COc2ccc(OC)cc2C(C)(C)C)C1 (configuration not stated)
 : 74	6	-44%	28	-2%	200	80	-28	200
- COc1ccc(-n2c(COc3ccc(Cl)cc3)nnc2SCc2ccc(C#N)cc2)cc1
 : 42	-10	16%	-9	-10%	98	32	9	98
- CCN(CC)S(=O)(=O)c1ccc2oc(SCC3CN=C(c4ccc(OC)cc4)S3)nc2c1 (configuration not stated)
 : 102	-45	-54%	0	-9%	57	57	0	57
- COc1cc(CNCc2ccco2)ccc1OCc1ccccc1
 : .	.	-3%	10	4%	109	.	-10	109
- COc1ccc(/C=C2\CCc3ccccc3C2=O)cc1Cn1nc(C)c(Br)c1C
 : 73	-4	.	-21	.	180	69	21	180
- COc1cccc(C(=O)N2CCN(C3CCC(c4ccccc4)CC3)CC2)c1 (configuration not stated)
 : 74	20	-76%	.	-2%	.	93	.	.

This is a subset. The share of hits here may be higher or lower than overall.
